# Source: PubChem
# FBW7 activator – human FBW7 E3 ligase activation, primary screen; AlphaScreen FBW7–phospho-cyclin E peptide binding, activator screen; normalized activity (activation), % at 26.1 µM; actives 0.13% (n = 650,000); Q969H0; in the data active = normalized activity above about 1.9%;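 note: purified mutant Fbw7 with reduced substrate affinity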
# MITF inh – blocks human microphthalmia-associated transcription factor | O75030 | AlphaScreen MITF homodimerization, bead proximity signal | inhibition, % at 2.6 µM | actives 0.91% (n = 650,000); in the data active = inhibition above about 50%;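 note: 0% = vehicle wells with protein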
# Target sequence (O75030 whole entry, looked up): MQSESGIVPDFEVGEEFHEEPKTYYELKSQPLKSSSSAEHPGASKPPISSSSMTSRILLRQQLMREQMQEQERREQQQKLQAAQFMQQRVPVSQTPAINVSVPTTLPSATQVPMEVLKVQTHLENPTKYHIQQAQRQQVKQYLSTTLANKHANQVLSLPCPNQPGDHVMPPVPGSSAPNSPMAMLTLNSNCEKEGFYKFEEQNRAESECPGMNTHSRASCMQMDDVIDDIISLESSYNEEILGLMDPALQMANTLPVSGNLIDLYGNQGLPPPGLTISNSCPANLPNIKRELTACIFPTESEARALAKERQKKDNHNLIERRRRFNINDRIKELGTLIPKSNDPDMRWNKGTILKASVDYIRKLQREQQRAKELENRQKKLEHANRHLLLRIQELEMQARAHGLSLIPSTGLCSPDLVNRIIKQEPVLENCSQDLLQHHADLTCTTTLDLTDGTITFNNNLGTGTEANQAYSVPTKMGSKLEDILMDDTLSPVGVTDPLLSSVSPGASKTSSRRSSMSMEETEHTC
# GPR151 ag – human GPR151 activation; PathHunter beta-arrestin GPR151 cells, luminescence; activation, % at 11.2 µM; actives 1% (n = 650,000); in the data active = activation above about 4.9%;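 note: 0% = median of compound wells and 100% = cells with positive control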
# Target sequence (Q8TDV0 whole entry, looked up): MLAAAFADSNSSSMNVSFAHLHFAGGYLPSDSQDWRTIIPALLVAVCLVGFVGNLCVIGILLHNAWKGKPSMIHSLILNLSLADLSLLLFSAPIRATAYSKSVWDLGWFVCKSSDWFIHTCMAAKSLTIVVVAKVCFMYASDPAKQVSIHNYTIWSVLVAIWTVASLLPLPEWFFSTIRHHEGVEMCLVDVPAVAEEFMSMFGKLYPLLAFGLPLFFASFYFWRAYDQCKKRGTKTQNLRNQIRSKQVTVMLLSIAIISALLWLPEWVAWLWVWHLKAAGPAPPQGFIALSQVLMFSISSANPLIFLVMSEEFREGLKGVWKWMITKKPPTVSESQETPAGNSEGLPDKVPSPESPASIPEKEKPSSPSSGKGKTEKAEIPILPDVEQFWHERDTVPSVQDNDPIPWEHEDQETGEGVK
# TEAD-YAP block – TEAD-YAP interaction inhibition. inhibition, % at 9.12 µM. HEK-TIYL cells, TEAD-Gal4/YAP UAS-luciferase luminescence. actives 1.4% (n = 640,000); in the data active = inhibition above about 32%;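 note: 0% = median of test compound wells and 100% = reference inhibitor wells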
# * hit, by the source's call.
# Field names – A = FBW7 activator; B = MITF inh; C = GPR151 ag; D = TEAD-YAP block
(1) COc1ccc(CSc2nc3ccccc3c(=O)n2C)cc1
  A: -0.3	B: -8	C: 0.0	D: -9

(2) CC(C)(C)n1nnnc1CN1CCC(c2nc3ccc(Cl)cc3[nH]2)CC1
  A: 0.0	B: 13	C: 0.1	D: 24

(3) COc1ccccc1N(CC(=O)Nc1ccccc1)S(C)(=O)=O
  A: 0.0	B: -3	C: 0.6	D: -2

(4) Cc1c(NC(=O)C2CCCN2S(=O)(=O)c2ccc(Cl)cc2)c(=O)n(-c2ccccc2)n1C (stereo unspecified)
  A: -0.1	B: -6	C: -0.6	D: 4

(5) Cc1cc(NC(=O)CNCCc2ccccc2)no1
  A: 1.1	B: 46	C: -1.7	D: 6

(6) COc1ccc(OC)c(C2/C(=C(\O)c3ccc(F)cc3)C(=O)C(=O)N2Cc2cccnc2)c1 (stereo unspecified)
  A: 0.0	B: 5	C: -0.2	D: 7

(7) O=C1c2ccccc2C(=O)C1c1nc2ccccc2[nH]1
  A: 0.1	B: 4	C: 4.5	D: 4

(8) COC(=O)c1cccc(COC(=O)CNC(=O)c2ccco2)c1
  A: 0.0	B: 2	C: 0.7	D: 0

(9) COc1ccc(Cn2c(O)c(C=Nc3ccc(C(=O)O)c(O)c3)c3ccccc3c2=O)cc1
  A: -0.1	B: 10	C: -1.4	D: 3

(10) CC1=C(C(=O)Nc2ccccc2)C(/C=C/c2ccccc2)n2ncnc2N1 (stereo unspecified)
  A: 0.0	B: 25	C: 0.9	D: 9

(11) Cc1ccc(Nc2nc(C3(C)CC(CCC(C)C)C(=O)O3)cs2)cc1 (stereo unspecified)
  A: 0.0	B: 3	C: 0.1	D: 8

(12) COc1cc(-c2nc(-c3ccccc3)c(-c3cccs3)[nH]2)cc(OC)c1OC
  A: -0.1	B: -5	C: 5.0*	D: -3

(13) CC1=C(C(=O)OC(C)C)C(c2ccccc2)C2=C(CCCC2=O)N1 (stereo unspecified)
  A: 0.0	B: 5	C: -0.6	D: -2

(14) Cn1c(SCC(=O)N2CCCc3ccccc32)nnc1-c1ccccc1N
  A: 0.3	B: 12	C: -0.4	D: 8

(15) Cc1cc(C)n2c(SCC(=O)N(C)CC(=O)Nc3ccccc3Cl)nnc2n1
  A: 0.3	B: 12	C: 1.2	D: 7

(16) CC1CN(CC(=O)N2CCN(Cc3ccccn3)CC2)Cc2cc(Cl)ccc2O1 (stereo unspecified)
  A: -0.2	B: 9	C: 0.6	D: 4

(17) Cc1ccc(C(=O)O)c(NC(=O)c2ccncc2)c1
  A: 0.1	B: -10	C: 0.2	D: -2

(18) CCN(CC)CCN1CCN(c2ncc(-c3ccccc3OC)n3ccnc23)CC1
  A: -0.3	B: -2	C: -0.4	D: 5

(19) C=CCNC(=O)c1cccc([N+](=O)[O-])c1
  A: -0.2	B: -26	C: 1.2	D: -3

(20) Cc1ccc(S(=O)(=O)N(CCc2ccccc2)CC(=O)NC(C)C)cc1
  A: 0.0	B: 3	C: -0.6	D: 6

# Entries listed so far with a COOH group:
# Field names – A = FBW7 activator; B = MITF inh; C = GPR151 ag; D = TEAD-YAP block
(9) COc1ccc(Cn2c(O)c(C=Nc3ccc(C(=O)O)c(O)c3)c3ccccc3c2=O)cc1
  A: -0.1	B: 10	C: -1.4	D: 3

(17) Cc1ccc(C(=O)O)c(NC(=O)c2ccncc2)c1
  A: 0.1	B: -10	C: 0.2	D: -2

# More records follow.
# Field names – A = FBW7 activator; B = MITF inh; C = GPR151 ag; D = TEAD-YAP block
(21) COc1ccc(NC(=O)/C(=C/c2ccc3c(c2)OCO3)NC(=O)c2ccccc2Br)cc1Cl
  A: -0.3	B: 1	C: 0.6	D: -1

(22) COc1ccccc1C(=O)Nc1ccccc1N1CCCCC1
  A: 0.0	B: 0	C: 1.1	D: 0

(23) CC1CC(C)CN(S(=O)(=O)c2ccccc2[N+](=O)[O-])C1 (stereo unspecified)
  A: -0.3	B: -4	C: 0.9	D: 2

(24) Cc1cc(C)cc(NC(=O)Nc2nnc(N3C(C)CCCC3C)s2)c1 (stereo unspecified)
  A: 0.1	B: 10	C: -0.6	D: 5

(25) CN1CN(C)c2ccc(Br)c3cccc1c23
  A: 0.0	B: 13	C: -0.3	D: 1

(26) O=C(c1nn2c(c1Cl)NC(c1cccs1)CC2C(F)(F)F)N(Cc1ccccc1)c1ccccc1 (stereo unspecified)
  A: 1.0	B: 11	C: -0.9	D: 13

(27) CCCc1ccc(OCc2nc(-c3ccc(NC(=O)c4ccc5c(c4)OCO5)cc3)no2)cc1
  A: 0.1	B: 11	C: -0.5	D: -22

(28) O=C(Nc1cc(-c2ccncc2)c[nH]c1=O)c1cccc2ccccc12
  A: 0.2	B: -1	C: 1.7	D: -27

(29) CC1CCCC(C)N1C(=O)CSc1nc2ccccc2[nH]1 (stereo unspecified)
  A: -0.2	B: -2	C: 0.9	D: -8

(30) CCOC(=O)c1c(C)[nH]c(C(=O)CSc2nnc(-c3ccc4c(c3)OCO4)o2)c1C
  A: 0.0	B: 10	C: -0.5	D: -3

(31) COc1ccc(C2=NN(S(=O)(=O)c3ccc(C)cc3)C(c3ccc(C)cc3)C2)cc1OC (stereo unspecified)
  A: 0.4	B: -5	C: -1.0	D: 1

(32) CN1CCN(C(=O)c2cccc(S(=O)(=O)N(C)C)c2)CC1
  A: 0.1	B: 4	C: -1.1	D: 2

(33) CNC(=O)c1cc2c(=O)n3ccccc3nc2n(Cc2ccc(C)cc2)c1=N
  A: -0.1	B: 5	C: 1.2	D: 11

(34) COc1ccc(-c2ccc(N3CCN(S(=O)(=O)c4cc(F)ccc4F)CC3)nn2)cc1
  A: 0.3	B: -16	C: 3.0	D: -1

(35) CC(=O)Nc1cc(-c2ccccc2)no1
  A: 0.8	B: -11	C: 0.9	D: -34

(36) CC(C)Nc1nc(NC(C)C)nc(N(C)c2nc3ccccc3[nH]2)n1
  A: 0.1	B: 8	C: -0.1	D: -8

(37) Nc1c(C(=O)Nc2nccs2)sc2nc3c(c(-c4ccccc4Cl)c12)CCCC3
  A: 0.0	B: -8	C: 0.9	D: 6

(38) O=C(Nc1ccncc1)c1c(O)c2ccccc2[nH]c1=O
  A: 0.0	B: -5	C: 0.3	D: 10

(39) COc1ccccc1N(CC(=O)Nc1ccccc1F)S(=O)(=O)c1ccccc1
  A: 0.1	B: -4	C: -0.8	D: 0

(40) COc1ccc(CC(=O)NC23CC4CC(CC(C4)C2)C3)cc1
  A: -0.1	B: 4	C: -0.5	D: -16

# Full records from above. Values in the order: FBW7 activator	MITF inh	GPR151 ag	TEAD-YAP block
# `Nc1c(C(=O)Nc2nccs2)sc2nc3c(c(-c4ccccc4Cl)c12)CCCC3` reads 0.0	-8	0.9	6
# `COc1ccc(-c2ccc(N3CCN(S(=O)(=O)c4cc(F)ccc4F)CC3)nn2)cc1` reads 0.3	-16	3.0	-1
# `COc1ccc(C2=NN(S(=O)(=O)c3ccc(C)cc3)C(c3ccc(C)cc3)C2)cc1OC` (stereo unspecified) reads 0.4	-5	-1.0	1

# Next results follow.
# Field names – A = FBW7 activator; B = MITF inh; C = GPR151 ag; D = TEAD-YAP block
(41) Cc1ccc(CNC(=O)c2cc(C)nc3ccccc23)cc1
  A: 0.1	B: 4	C: 1.0	D: -1

(42) O=c1[nH]c(N2CCOCC2)nc2c1CCN(Cc1ccc3ccccc3n1)C2
  A: 0.2	B: 0	C: -0.7	D: -9

(43) CCc1ccc(-c2cc3c(=O)n(CC(=O)NC(C)C)nc(C)n3n2)cc1
  A: -0.2	B: 1	C: 3.5	D: -27

(44) COc1cccc(N2CC(=O)N(/N=C/c3ccc(C)o3)CC2=O)c1
  A: 0.7	B: 13	C: -1.7	D: 3

(45) Cc1cccc(Nc2ccc(N3CCN(C(=O)c4ccccc4Cl)CC3)nn2)n1
  A: -0.1	B: -10	C: -0.9	D: -1

(46) CCCCc1nnc2n1N=C(c1ccc(Cl)cc1)CS2
  A: -0.1	B: 8	C: -0.9	D: -6

(47) COc1ccc(NC(=O)CCCCCN2C(=O)CCC2=O)cc1Cl
  A: 0.0	B: 10	C: -0.4	D: 3

(48) O=S(=O)(NCC(c1cccs1)N1CCOCC1)c1ccc2ccccc2c1 (stereo unspecified)
  A: 0.2	B: 18	C: -1.4	D: 9

(49) CCCCOC(=O)c1ccc(NC(=O)CSc2nnnn2C)cc1
  A: -0.1	B: 15	C: -1.1	D: 1

(50) CS(=O)(=O)n1nc(-c2ccccc2)nc1NCc1ccco1
  A: 0.1	B: 9	C: -0.1	D: -41

# Given screen by screen: entries from further up
49) CCCCOC(=O)c1ccc(NC(=O)CSc2nnnn2C)cc1
41) Cc1ccc(CNC(=O)c2cc(C)nc3ccccc23)cc1

compound no.	49	41
FBW7 activator	-0.1	0.1
MITF inh	15	4
GPR151 ag	-1.1	1.0
TEAD-YAP block	1	-1

# Other results
# Every second line gives: FBW7 activator | MITF inh | GPR151 ag | TEAD-YAP block
[51] CCOC(=O)C1=C(C)N=c2s/c(=C\c3ccco3)c(=O)n2C1c1cccc([N+](=O)[O-])c1 (stereo unspecified)
    -0.1 | -4 | 2.2 | -5
[52] CCOC(=O)c1c(NC(=O)CSc2nnc(CNC(=O)c3ccco3)n2-c2cccc(C)c2)sc2c1CCCC2
    -0.1 | -9 | 1.6 | 0
[53] CCOc1ccc(-c2ccc3nnc(SCC)n3n2)cc1
    0.8 | 3 | -1.9 | -36
[54] Cc1cccc(C)c1NC(=O)C(c1ccccc1)N(Cc1ccccc1)C(=O)CC1NC(=O)NC1=O (stereo unspecified)
    0.2 | 8 | -1.1 | -8
[55] Cc1ccc(-n2c(O)c(C=Nc3ccccc3F)c(=O)[nH]c2=S)cc1
    -0.1 | 3 | 1.1 | 7
[56] CCOc1ccc(Nc2nc(NCc3ccco3)c3ccccc3n2)cc1
    -0.2 | -3 | 5.1* | 49*
[57] CC(C)Cn1cc(C(=O)N2CCN(c3ccccn3)CC2)c2c3ccccc3n(C)c2c1=O
    0.1 | 6 | 1.9 | 12
[58] O=C(Nc1ccc(F)c(F)c1)c1cccnc1
    -0.1 | 6 | 2.2 | -8
[59] O=C(NCC1OCCc2ccccc21)c1cccc([N+](=O)[O-])c1 (stereo unspecified)
    0.2 | -2 | 1.4 | -7
[60] O=C(NC1CCCC1)c1ccc(CNc2c(N3CCCCC3)c(=O)c2=O)cc1
    0.0 | 9 | -0.9 | 9
[61] CCCCCCCC(=O)NNC(=O)C1CC1c1ccccc1 (stereo unspecified)
    0.1 | -2 | 1.0 | 4
[62] CCCCC(=O)Nc1ccc(NC(=O)c2cccs2)nc1
    -0.1 | -2 | -1.9 | -37
[63] O=C(CCC(=O)OCCc1ccccc1)Nc1ccc(Cl)cc1
    0.0 | -2 | -0.7 | -9
[64] COC(=O)c1ccccc1NC(=O)/C(C#N)=C/c1ccc(OC(C)C)c(OC)c1
    -0.1 | 3 | 1.2 | -7
[65] Cn1ncc(Cl)c1C(=O)Nc1nc2ccc([N+](=O)[O-])cc2s1
    -0.3 | -8 | -7.9 | 12
[66] CC1=CC(C)(C)N(C(=O)c2ccc(NS(C)(=O)=O)cc2)c2ccc(C)cc21
    0.0 | 2 | 1.1 | 59*
[67] CCN1CCN(Cc2ccc(OCc3ccccc3)c(OC)c2)CC1
    0.0 | -1 | -0.3 | -5
[68] COc1ccc(C2=N/C(=C\c3ccc(N(C)C)cc3)C(=O)O2)cc1[N+](=O)[O-]
    0.1 | 6 | 0.4 | 3
[69] O=C(Nc1ccccc1N1CCCCC1)C(Cl)(Cl)Cl
    0.1 | 4 | 2.9 | -1
[70] CC1CCN(C(=O)CSc2nnc(-c3cccnc3)n2C)CC1
    0.0 | 16 | 2.6 | 4

# Rewritten with tabs: 2 of the compounds above.
entry	Compound	FBW7 activator	MITF inh	GPR151 ag	TEAD-YAP block
68	COc1ccc(C2=N/C(=C\c3ccc(N(C)C)cc3)C(=O)O2)cc1[N+](=O)[O-]	0.1	6	0.4	3
66	CC1=CC(C)(C)N(C(=O)c2ccc(NS(C)(=O)=O)cc2)c2ccc(C)cc21	0.0	2	1.1	59*

# Further entries.
# Every second line gives: FBW7 activator | MITF inh | GPR151 ag | TEAD-YAP block
[71] O=C1N[C@@H](Cc2ccc(Cl)cc2)C(=O)N2CCN(C(=O)NCc3ccccc3)C[C@H]12
    -0.2 | 73* | 0.6 | 10
[72] CCOc1ccc(CN=c2c([N+](=O)[O-])nn(-c3ccc4c(c3)OCCO4)n2O)cc1OC
    0.9 | -9 | -2.5 | -56
[73] CCOc1ccc(NC(=O)CSc2nc3c(sc(=S)n3-c3ccc(OCC)cc3)c3nc4ccccc4n23)cc1
    0.3 | -5 | 1.7 | -7
[74] COc1ccc(/C=C/c2nc(C)c(-c3ccccc3)c(=O)[nH]2)cc1OC
    0.5 | -11 | 0.7 | -1
[75] O=C(c1cccc(N2C(=O)C3CCCCC3C2=O)c1)N1CCCCC1 (stereo unspecified)
    0.0 | -10 | 1.0 | 13
[76] CCC(=O)Oc1ccc(/C=C2/SC(=S)NC2=O)cc1OC
    -0.3 | 3 | -1.1 | 0
[77] Cc1cc(OCC(=O)Nc2cccc(C#N)c2)ccc1Cl
    0.0 | 13 | -0.4 | 5
[78] CN(CCCC(=O)NNC(=O)C1CCCCC1)S(=O)(=O)c1ccc([N+](=O)[O-])cc1
    -0.1 | -5 | -0.5 | -6
[79] O=S(=O)(c1ccc(F)cc1)N1CCN(C2CC3CCC2C3)CC1 (stereo unspecified)
    -0.2 | 27 | 2.4 | 4
[80] COc1ccc(NC(=O)COC(=O)CNC(=O)c2cccc([N+](=O)[O-])c2)c([N+](=O)[O-])c1
    -0.1 | -2 | 2.6 | 2
